Screens as filed in PubChem.
TRPC6 inh – mouse TRPC6 channel inhibition; Q61143; HEK293-TRPC6, membrane potential dye, ACh-evoked depolarization; active compounds read low; B-score at 10 µM; actives 1.1% (n = 310,000);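 active = B-score under library mean minus 3 SD, initial fluorescence not abnormally high, positive integrated signal ratio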;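 also: B-score derived from integrated fluorescence ratio over the kinetic read; more negative B-score means stronger inhibition of depolarization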
TRPC4 potent – allosteric potentiators of mouse TRPC4 channel | B-score at 10 µM | HEK293 TRPC4beta/mu-opioid, DAMGO EC20, Fluo-4 Ca2+ flux; active compounds read high | actives 0.42% (n = 310,000);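 active = B-score of calcium response area above 5 SD of library B-scores, with initial fluorescence ratio within 5 SD of library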;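 also: B-score of integrated fluorescence ratio over time as area under calcium response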
TRPC4 inh – blocks the mouse TRPC4 cation channel | Q9QUQ5 | HEK293 TRPC4beta/mu-opioid, DAMGO-evoked Fluo4 calcium flux; active compounds read low | B-score at 10 µM | actives 0.39% (n = 300,000) | AID 2247;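 active = B-score over 3 SD under the library average, no early fluorescence shift, positive overall ratio signal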
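Assay system – HEK293 line stably carrying TRPC4beta and mu-opioid receptor · Doses – single dose · Detection – Fluo4 calcium-dye fluorescence, kinetic read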
KLF5 inhibitor – inhibitors of KLF5 expression. DLD-1 KLF5 promoter-luciferase reporter, luminescence. inhibition, % at 5 µM. actives 0.23% (n = 290,000). AID 1700;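 active = inhibition above a per-plate limit of that plate's mean compound inhibition plus 3 SD, cut at about 60% in these data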;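 also: 0% = DMSO wells and 100% = LY294002 at 200 µM; higher means less KLF5 promoter-driven luciferase light; inactives centre near -14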
IEC-6 cytotox – kills IEC-6 intestinal cells in KLF5 counter-screen; IEC-6 cytotoxicity, luminescence viability; inhibition, % at 5 µM; actives 0.78% (n = 290,000); in the data active = inhibition above about 22%;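 also: 0% = plate median of test compound wells and 100% = cytotoxic reference compound wells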
TRPC4 agonist – opens the mouse TRPC4 cation channel; Q9QUQ5; HEK293 TRPC4beta/mu-opioid, Fluo4 calcium fluorescence; active compounds read high; B-score at 10 µM; actives 0.49% (n = 310,000);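 active = B-score above 5 SD of library B-scores, and initial fluorescence ratio not above library mean plus 5 SD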;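 also: positive B-score marks a calcium rise read as TRPC4 activation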
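Test system: HEK293 cells stably co-expressing mouse TRPC4beta and mu-opioid receptor | Schedule: Fluo4 dye loading 45 min at room temperature, 110 s recording | Measured by: Kinetic Fluo4 calcium fluorescence, 5 s baseline at 1 Hz | Evaluation: B score of integrated ratio | Controls: Buffer (low) and maximal DAMGO (high)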
aSyn 5UTR inh – 5' untranslated region of α-synuclein, MLPCN primary screen. inhibition, % (tested at 7.5 µM). AID 1813. alpha-synuclein 5'UTR reporter, inhibitor activity. actives 0.82% (n = 300,000); in the data active = inhibition above about 60%;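 also: H4 neuroglioblastoma cells stably carrying SNCA 5'UTR luciferase fusion; 0% = DMSO wells and 100% = positive control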
HIF activator – HIF pathway transcriptional activation; U2OS HRE-luciferase reporter, luminescence; normalized: DMSO 0%, desferrioxamine 100%; activation, % at 7.5 µM (by protocol); actives 0.32% (n = 300,000);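 active = mean activation of at least 10% of the iron chelator positive control signal, with at least half of replicates also reaching 10%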
TRPC6 activator – activates the mouse TRPC6 cation channel. B-score at 10 µM. Q61143. HEK293-TRPC6 membrane potential dye fluorescence; active compounds read high. actives 0.13% (n = 310,000);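 active = B-score of the integrated fluorescence ratio above library mean plus 3 SD, and starting fluorescence ratio within library mean plus 5 SD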;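 also: higher score means more depolarization so channel activation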
SKKanGAS inh – inhibitors of SKKanGAS S. pyogenes growth in kanamycin (SK-promoter or general growth effect); BacTiter-Glo, 6 h; inhibition, % at 7.5 µM; actives 1.3% (n = 300,000); AID 1662;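 active = mean replicate score, as percent of positive control median, at least 50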;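 also: strain carries kanamycin resistance gene driven by streptokinase promoter and grows in 40 µg/ml kanamycin; loss of luminescence reflects streptokinase promoter inhibition or plain growth inhibition; 0% = median of DMSO wells and 100% = positive control at its reference dose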
MrgX1 antag – antagonists of human MrgX1 receptor; MRGX1-HEK293 calcium flux, Fluo-4, BAM8-22 antagonism; active compounds read low; B-score at 10 µM; actives 1.3% (n = 310,000);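 active = calcium-response B-score plate-corrected more than 3 library SD below zero, starting fluorescence within 5 deviations, no agonist response on first addition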;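 also: peak minus trough fluorescence over baseline after final BAM8-22 challenge near maximal dose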
Target sequence (Q96LB2 whole entry, looked up): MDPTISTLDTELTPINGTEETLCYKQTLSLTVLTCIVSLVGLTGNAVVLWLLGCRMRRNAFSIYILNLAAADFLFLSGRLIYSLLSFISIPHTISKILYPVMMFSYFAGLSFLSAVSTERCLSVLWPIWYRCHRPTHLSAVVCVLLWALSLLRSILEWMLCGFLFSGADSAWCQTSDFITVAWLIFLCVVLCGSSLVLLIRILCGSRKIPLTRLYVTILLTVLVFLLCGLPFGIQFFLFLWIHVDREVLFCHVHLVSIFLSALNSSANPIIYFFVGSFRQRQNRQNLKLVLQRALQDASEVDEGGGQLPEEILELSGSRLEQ
Starred values were filed as active, the others as inactive; & = joins results of further samples.

How did C=C1CCC[C@]2(C)C[C@H]3OC(=O)C(CNCC(C)C)[C@H]3CC12 (stereo partly specified) do in these assays?
TRPC6 inh: inactive; TRPC4 potent: inactive; TRPC4 inh: inactive; KLF5 inhibitor: -56; IEC-6 cytotox: 2; TRPC4 agonist: inactive; aSyn 5UTR inh: -34; HIF activator: -0.5; TRPC6 activator: inactive; SKKanGAS inh: -3; MrgX1 antag: inactive

Results for CC(Oc1ccccc1)C(=O)N1CCN(C(=O)C(C)Oc2ccccc2)CC1 (stereo unspecified) ?
TRPC6 inh: inactive; TRPC4 potent: inactive; TRPC4 inh: inactive; KLF5 inhibitor: 0; IEC-6 cytotox: 2; TRPC4 agonist: inactive; aSyn 5UTR inh: 16; HIF activator: 0.1; TRPC6 activator: inactive; SKKanGAS inh: 2; MrgX1 antag: inactive

Results for N#C/C(=C\C1CC=CCC1)c1nc2ccccc2[nH]1 (stereo unspecified) ?
TRPC6 inh: inactive; TRPC4 potent: inactive; TRPC4 inh: inactive; KLF5 inhibitor: -1; IEC-6 cytotox: 0; TRPC4 agonist: inactive; aSyn 5UTR inh: -66; HIF activator: 1.4; TRPC6 activator: inactive; SKKanGAS inh: 1; MrgX1 antag: inactive

Results for COc1ccc(S(=O)(=O)N2CCC(N3CCCC3)CC2)cc1 ?
TRPC6 inh: inactive; TRPC4 potent: inactive; TRPC4 inh: inactive; KLF5 inhibitor: -43; IEC-6 cytotox: 0; TRPC4 agonist: inactive; aSyn 5UTR inh: -8; HIF activator: 0.3; TRPC6 activator: inactive; SKKanGAS inh: 1; MrgX1 antag: inactive

What do the screens show for `CCN1CCN(CC#CCOc2ccccc2OC)CC1`?
TRPC6 inh: inactive; TRPC4 potent: inactive; TRPC4 inh: inactive; KLF5 inhibitor: -3; IEC-6 cytotox: 4; TRPC4 agonist: inactive; aSyn 5UTR inh: 0; HIF activator: 0.9; TRPC6 activator: inactive; SKKanGAS inh: 3; MrgX1 antag: inactive

Results for O=C(O)CNS(=O)(=O)c1ccc(F)cc1 ?
TRPC6 inh: inactive; KLF5 inhibitor: 1; IEC-6 cytotox: 2; aSyn 5UTR inh: 26; HIF activator: 0.4; TRPC6 activator: inactive; SKKanGAS inh: 4; MrgX1 antag: inactive

What do the screens show for `O=C(CSc1nnc(-c2ccncc2)n1Cc1ccco1)OC1CCCCC1`?
TRPC6 inh: inactive; TRPC4 potent: inactive; TRPC4 inh: inactive; KLF5 inhibitor: -21; IEC-6 cytotox: -5; TRPC4 agonist: inactive; aSyn 5UTR inh: -17; HIF activator: -0.1; TRPC6 activator: inactive; SKKanGAS inh: 4; MrgX1 antag: inactive

How did Cc1nc(N2CCOCC2)c2c(C)c(C(=O)Nc3ccc(C(F)(F)F)cc3)sc2n1 do in these assays?
TRPC6 inh: inactive; TRPC4 potent: inactive; TRPC4 inh: inactive; KLF5 inhibitor: 13; IEC-6 cytotox: 3; TRPC4 agonist: inactive; aSyn 5UTR inh: 10; HIF activator: -0.2; TRPC6 activator: inactive; SKKanGAS inh: 30; MrgX1 antag: inactive

What do the screens show for `Cc1cccc(NC(=S)NC(NC(=O)c2ccco2)C(Cl)(Cl)Cl)c1` (stereo unspecified)?
TRPC6 inh: inactive; TRPC4 potent: inactive; TRPC4 inh: inactive; KLF5 inhibitor: -33; IEC-6 cytotox: 2; TRPC4 agonist: inactive; aSyn 5UTR inh: -19; HIF activator: -0.9; TRPC6 activator: inactive; SKKanGAS inh: 15; MrgX1 antag: inactive

What do the screens show for `COCCN(C(=O)c1ccccc1F)c1nnc(-c2ccc(OC)cc2)s1`?
TRPC6 inh: inactive; TRPC4 potent: inactive; TRPC4 inh: inactive; KLF5 inhibitor: -116; IEC-6 cytotox: -1; TRPC4 agonist: inactive; aSyn 5UTR inh: -73; HIF activator: 1.0; TRPC6 activator: inactive; SKKanGAS inh: 2; MrgX1 antag: inactive

What do the screens show for `COCCCNc1nc2c(-c3ccc(C)cc3)nnn2c2ccccc12`?
TRPC6 inh: inactive; TRPC4 potent: inactive; TRPC4 inh: inactive; KLF5 inhibitor: -22; IEC-6 cytotox: 7; TRPC4 agonist: inactive; aSyn 5UTR inh: -11; HIF activator: -0.2; TRPC6 activator: inactive; SKKanGAS inh: 1; MrgX1 antag: inactive

What do the screens show for `Cc1ccc(C2CC(C(F)(F)F)n3ncc(C(=O)NCc4ccco4)c3N2)cc1` (stereo unspecified)?
TRPC6 inh: inactive; TRPC4 potent: inactive; TRPC4 inh: inactive; KLF5 inhibitor: -24; IEC-6 cytotox: 2; TRPC4 agonist: inactive; aSyn 5UTR inh: -2; HIF activator: -0.2; TRPC6 activator: inactive; SKKanGAS inh: 4; MrgX1 antag: inactive

How did CN(C)S(=O)(=O)c1cccc(NC(=O)CCSc2ccc(Cl)cc2)c1 do in these assays?
TRPC6 inh: inactive; TRPC4 potent: inactive; TRPC4 inh: inactive; KLF5 inhibitor: 8; IEC-6 cytotox: 0; TRPC4 agonist: inactive; aSyn 5UTR inh: -20; HIF activator: 0.0; TRPC6 activator: inactive; SKKanGAS inh: -7; MrgX1 antag: inactive

How did O=C(OCCN1CCOCC1)c1cccnc1 do in these assays?
TRPC6 inh: inactive; TRPC4 potent: inactive; TRPC4 inh: inactive; KLF5 inhibitor: 11&-15; IEC-6 cytotox: -4&-6; TRPC4 agonist: inactive; aSyn 5UTR inh: 14&6; HIF activator: -0.1; TRPC6 activator: inactive; SKKanGAS inh: -1&-5; MrgX1 antag: inactive

How did Cn1cccc1Cc1nnc(SCC(=O)NCCc2ccccc2)n1-c1ccc(F)cc1 do in these assays?
TRPC6 inh: inactive; TRPC4 potent: inactive; TRPC4 inh: inactive; KLF5 inhibitor: -18; IEC-6 cytotox: -12; TRPC4 agonist: inactive; aSyn 5UTR inh: -10; HIF activator: -0.3; TRPC6 activator: inactive; SKKanGAS inh: -2; MrgX1 antag: inactive

How did C=CCc1cccc2cc(C(=O)N3CCOCC3)c(=O)oc12 do in these assays?
TRPC6 inh: inactive; TRPC4 potent: inactive; TRPC4 inh: inactive; KLF5 inhibitor: -7; IEC-6 cytotox: 2; TRPC4 agonist: inactive; aSyn 5UTR inh: -7; HIF activator: -1.0; TRPC6 activator: inactive; SKKanGAS inh: 3; MrgX1 antag: inactive

Results for Cn1c(COc2ccc3ccccc3c2)nnc1SCC(=O)O ?
TRPC6 inh: inactive; TRPC4 potent: inactive; TRPC4 inh: inactive; KLF5 inhibitor: -11; IEC-6 cytotox: 5; TRPC4 agonist: inactive; aSyn 5UTR inh: -6; HIF activator: -0.4; TRPC6 activator: inactive; SKKanGAS inh: -4; MrgX1 antag: inactive

Results for O=C1CC(c2ccco2)CC2=C1C(c1ccccc1)n1nc(C(F)(F)F)nc1N2 (stereo unspecified) ?
TRPC6 inh: inactive; TRPC4 potent: inactive; TRPC4 inh: inactive; KLF5 inhibitor: 4; IEC-6 cytotox: 3; TRPC4 agonist: inactive; aSyn 5UTR inh: 18; HIF activator: -0.4; TRPC6 activator: inactive; SKKanGAS inh: 6; MrgX1 antag: inactive

How did COc1ccc(CNC(=O)CS(=O)(=O)Cc2nc(-c3cccc(OC)c3)oc2C)cc1 do in these assays?
TRPC6 inh: inactive; TRPC4 potent: inactive; TRPC4 inh: inactive; KLF5 inhibitor: -22; IEC-6 cytotox: -1; TRPC4 agonist: inactive; aSyn 5UTR inh: 0; HIF activator: -0.3; TRPC6 activator: inactive; SKKanGAS inh: 4; MrgX1 antag: inactive

What do the screens show for `COc1ccc(CNC(=O)c2cc(C(=O)C3CC3)c[nH]2)cc1`?
TRPC6 inh: inactive; TRPC4 potent: inactive; TRPC4 inh: inactive; KLF5 inhibitor: -8; IEC-6 cytotox: 0; TRPC4 agonist: inactive; aSyn 5UTR inh: 23; HIF activator: -0.1; TRPC6 activator: inactive; SKKanGAS inh: -6; MrgX1 antag: inactive

The closing 2 records of the section above open the next one.
How did COc1ccc(CNC(=O)CS(=O)(=O)Cc2nc(-c3cccc(OC)c3)oc2C)cc1 do in these assays?
TRPC6 inh: inactive; TRPC4 potent: inactive; TRPC4 inh: inactive; KLF5 inhibitor: -22; IEC-6 cytotox: -1; TRPC4 agonist: inactive; aSyn 5UTR inh: 0; HIF activator: -0.3; TRPC6 activator: inactive; SKKanGAS inh: 4; MrgX1 antag: inactive

What do the screens show for `COc1ccc(CNC(=O)c2cc(C(=O)C3CC3)c[nH]2)cc1`?
TRPC6 inh: inactive; TRPC4 potent: inactive; TRPC4 inh: inactive; KLF5 inhibitor: -8; IEC-6 cytotox: 0; TRPC4 agonist: inactive; aSyn 5UTR inh: 23; HIF activator: -0.1; TRPC6 activator: inactive; SKKanGAS inh: -6; MrgX1 antag: inactive

Results for O=C1C(Cc2ccccc2)Nc2ncnc(N3CCCCC3)c2N1Cc1ccc(Cl)cc1 (stereo unspecified) ?
TRPC6 inh: inactive; TRPC4 potent: inactive; TRPC4 inh: inactive; TRPC4 agonist: inactive; aSyn 5UTR inh: 7; HIF activator: 4.6; TRPC6 activator: inactive; SKKanGAS inh: 10; MrgX1 antag: inactive

Results for CCCc1nnc(NC(=O)CCC(=O)N2CCN(c3nc(C)cc(C)n3)CC2)s1 ?
TRPC6 inh: inactive; TRPC4 potent: inactive; TRPC4 inh: inactive; KLF5 inhibitor: -15; IEC-6 cytotox: 10; TRPC4 agonist: inactive; aSyn 5UTR inh: -20; HIF activator: -0.4; TRPC6 activator: inactive; SKKanGAS inh: 3; MrgX1 antag: inactive

How did O=C(NCCc1ccccc1)C1CCCN(c2cnccn2)C1 (stereo unspecified) do in these assays?
TRPC6 inh: inactive; TRPC4 potent: inactive; TRPC4 inh: inactive; KLF5 inhibitor: -8; IEC-6 cytotox: 1; TRPC4 agonist: inactive; aSyn 5UTR inh: -4; HIF activator: 0.5; TRPC6 activator: inactive; SKKanGAS inh: 3; MrgX1 antag: inactive

What do the screens show for `COc1ccc(N/N=C(C)/C(=N/O)C(=O)Nc2ccccc2)cc1`?
TRPC6 inh: inactive; TRPC4 potent: inactive; TRPC4 inh: inactive; KLF5 inhibitor: -27; IEC-6 cytotox: -2; TRPC4 agonist: inactive; aSyn 5UTR inh: -87; HIF activator: 0.4; TRPC6 activator: inactive; SKKanGAS inh: -5; MrgX1 antag: inactive

Results for Cc1ccc(-n2nnnc2-c2nc3ccccc3s2)cc1 ?
TRPC6 inh: inactive; TRPC4 potent: inactive; TRPC4 inh: inactive; KLF5 inhibitor: -2; IEC-6 cytotox: -3; TRPC4 agonist: inactive; aSyn 5UTR inh: -57; HIF activator: -0.1; TRPC6 activator: inactive; SKKanGAS inh: 4; MrgX1 antag: inactive
